High-throughput results (PubChem)
tim23-1 inh: growth inhibitors of tim23-1 mutant yeast; S. cerevisiae tim23-1 growth, BacTiter-Glo luminescence, 24 h; 1.3% of 330,000 active; inhibition, % at 20 µM; AID 463212;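 active means growth inhibition of the mutant yeast at or above 50%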;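 further: temperature-sensitive mutant grown at 25 °C; plate controls were DMSO-treated mutant yeast for no effect and medium wells lacking yeast for full effect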
Mdm2-MdmX inh: inhibitors of human Mdm2/MdmX interaction. O15151+Q00987. inhibition, % at 8 µM. SaOS-2 split-luciferase Mdm2/MdmX complementation, luminescence. 3% of 330,000 active;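 active means inhibition of at least 50% at 8 µM in the primary screen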
NALP3 yeast inh: inhibitors of NALP3 inflammasome in yeast; Yeast reconstituted NLRP3/ASC/caspase-1, beta-gal luminescence, 24 h; inhibition, % at 10 µM; 0.39% of 330,000 active; AID 2825;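 active means inhibition of 50% or more; inactive means inhibition below 50%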;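 further: plate controls were induced DMSO wells for no effect and uninduced yeast grown without galactose for full effect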
CHOP UPR activ: apoptotic UPR (CHOP) activation. 0.34% of 330,000 active. activation, % at 10 µM. AID 449763. CHO-CHOP luciferase reporter, luminescence; percent of tunicamycin response over DMSO baseline;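 active means at 10 µM dose, activation of 40% or more, normalized to positive control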;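 further: 100% = tunicamycin at 10 µg/mL and 0% = DMSO alone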
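measured by = luciferase luminescence | assay system = CHO-CHOP cells, stable luciferase reporter of PERK-eIF2a-CHOP signalling | amount = 500 reporter cells seeded per well | timing = 6 h compound exposure at 37 °C after overnight seeding | controls = positive tunicamycin 10 µg/mL, negative DMSO alone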
TIM10 inh: growth inhibitors of TIM10 yeast strain; S. cerevisiae TIM10 strain growth, BacTiter-Glo luminescence, 24 h; inhibition, % at 10 µM; 1.4% of 330,000 active; AID 463195;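 active means inhibition of 40% or more at the single tested concentration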;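 further: wild-type TIM10 isogenic control strain grown at permissive 25 °C; 0% = DMSO yeast wells and 100% = minimal medium wells without yeast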
XBP1 UPR activ: activators of adaptive arm of unfolded protein response (XBP1). CHO-XBP1 luciferase reporter, IRE1-XBP1 UPR activation, luminescence; percent of tunicamycin response, DMSO as zero. activation, % at 20 µM. 0.33% of 330,000 active;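 active means versus positive control, 20 µM dose yields 30% or more activation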;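 further: 100% = tunicamycin at 10 µg/mL and 0% = DMSO only wells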
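Assay system: IRE1-XBP1 luciferase reporter CHO line. Input: 1000 cells/well. Buffer or medium: F12 with 10% serum. Doses: 20 µM, 1% DMSO. Times: overnight seeding at 37 °C, 6 h compound treatment at 37 °C. Technique: Steady-Glo luciferase glow luminescence, 10 min after reagent addition.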
APJ agonist: APJ receptor agonism; P35414; CHO-K1 APJ PathHunter beta-arrestin, luminescence; 0% DMSO wells, 100% apelin; activation, % at 20 µM; 0.11% of 330,000 active; AID 2520;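 active means activation more than six SD over the plate average, tested at 20 µM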;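 further: 0% = DMSO alone and 100% = apelin-13 at 10 nM; some results filed as inactive read as strong as hits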
Target sequence (P35414 whole entry, looked up): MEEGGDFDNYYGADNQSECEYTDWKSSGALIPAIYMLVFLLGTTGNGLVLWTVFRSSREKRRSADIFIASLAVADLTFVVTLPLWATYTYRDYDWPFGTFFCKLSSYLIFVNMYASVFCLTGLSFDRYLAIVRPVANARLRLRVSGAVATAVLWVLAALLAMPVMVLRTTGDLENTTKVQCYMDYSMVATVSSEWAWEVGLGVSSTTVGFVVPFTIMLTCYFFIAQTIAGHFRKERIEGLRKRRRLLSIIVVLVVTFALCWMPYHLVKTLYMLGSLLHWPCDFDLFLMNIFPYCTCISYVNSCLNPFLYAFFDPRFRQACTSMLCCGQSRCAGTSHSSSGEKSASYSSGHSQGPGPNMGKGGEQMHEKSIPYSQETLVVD
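Incubation: overnight seeding, 90 min compound at 25 °C, 1 h detection; test system: PathHunter CHO-K1 APJ (AGTRL-1) beta-arrestin reporter cells; amount: 1000 cells/well; doses: one dose, 20 µM compound, 1% DMSO; measured by: beta-gal luminescence; measure: agonist-driven arrestin binding to APJ; benchmarks: negative DMSO alone, positive Apelin-13 at 10 nM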
tim10-1 inh: inhibits growth of tim10-1 mutant yeast | S. cerevisiae tim10-1 ts strain growth, BacTiter-Glo, 24 h | inhibition, % at 20 µM | 2.2% of 330,000 active | AID 463190;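 active means inhibition of at least 40%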;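 further: mutant grown at 25 °C; 0% = DMSO wells with yeast and 100% = wells holding no yeast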
NR3A LBD binder: modulates the human NR3A ligand-binding domain | NR3A LBD differential scanning fluorimetry, Tm shift; 0% = protein alone, 100% = glycine-bound protein | Tm shift relative to glycine control, % at 25 µM | 2.5% of 340,000 active | AID 1259313;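 active means melting temperature shift of at least 10% of the positive control shift, at one fixed dose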
Numbers without * were called inactive; & = joins results of further samples. Random draw from the library, and some 8.2% of all compounds hit somewhere here.

No. | Structure | tim23-1 inh | Mdm2-MdmX inh | NALP3 yeast inh | CHOP UPR activ | TIM10 inh | XBP1 UPR activ | APJ agonist | tim10-1 inh | NR3A LBD binder
1 | O=C(OCc1nnc(-c2ccc(Br)cc2)o1)c1cncc(Br)c1 | 23 | 23 | -7 | 0.0 | 25 | -1 | 0 | 39 | 0
2 | COC(=O)CSc1nsc(SCC(=O)OC)c1C#N | 13 | -23 | 0 | -3.0 | 3 | 2 | -3 | 2 | -4
3 | CCOC(=O)c1[nH]c(C)c(C(=O)OCC(=O)N(C)C2CCS(=O)(=O)C2)c1C (stereo unspecified) | 10 | 24 | 6 | -2.3 | 1 | 4 | 1 | -1 | 0
4 | Nc1cc(N)nc(SCC(=O)N2CCN(C(=O)c3ccco3)CC2)n1 | -3 | 12 | -7 | -0.2 | 0 | -2 | -3 | -2 | -4
5 | O=C(NCC1CCCO1)c1cn(Cc2ccccc2)nc1-c1ccc(Cl)cc1 (stereo unspecified) | 28 | -4 | 8 | 0.1 | 9 | -2 | -3 | 15 | 1
6 | COc1ccc(-n2c(Cc3cccn3C)nnc2SCC(=O)Nc2ccccc2C)cc1 | 18 | 2 | -1 | -0.8 | 3 | -3 | -3 | 17 | -3
7 | CC(=O)NCCc1cc2cc(C)c(C)cc2[nH]c1=O | 0 | 1 | 10 | 1.5 | -7 | -1 | 5 | -23 | 2
8 | O=C(c1cc(S(=O)(=O)N2CCOCC2)ccc1Cl)N1CCC(Cc2ccccc2)CC1 | 31 | 0 | -2 | 0.4 | 11 | -2 | -1 | 17 | 2
9 | Cc1cc(N2CCN(C)CC2)nc2ccc(NC(=O)c3cccnc3Cl)cc12 | -11 | -38 | 14 | 0.6 | -7 | 0 | -4 | 9 | 0
10 | S=C(NCc1ccccn1)Nc1ccccc1Cl | -3 | -55 | 13 | 3.8 | -17 | -2 | -2 | -10 | 1
11 | COC(=O)c1cc(-c2ccccc2)n(CCN)c1C | -1 | 20 | 18 | 0.1 | -7 | 0 | 1 | -12 | -2
12 | O=C1Nc2ccccc2N(O)N1c1cc(-c2cccc(Cl)c2)no1 | 3 | -20 | 5 | -1.2 | 3 | 1 | 0 | -2 | 0
13 | COc1ccccc1CCC(=O)Nc1cc(S(=O)(=O)N2CCOCC2)ccc1N1CCCC1 | -4 | 8 | 18 | 2.4 | -3 | 0 | -1 | 8 | -3
14 | c1ccc2c(N3CCOCC3)nc(N3CCOCC3)nc2c1 | 10 | -1 | -2 | 0.0 | -3 | 2 | 1 | 11 | -1
15 | CC(Nc1cccc(C(=O)NC2CC2)c1)c1nnc(-c2ccccc2)o1 (stereo unspecified) | 14 | 35 | 14 | 0.0 | 1 | -1 | -6 | 11 | -1
16 | CCCNC(=O)/C(=C/c1cn(S(=O)(=O)N(C)C)c2ccccc12)NC(=O)c1ccc(OC)cc1 | 16 | 7 | 17 | 1.7 | 11 | -2 | -3 | 4 | 2
17 | CCN(CC)c1ccc(NC(=O)CCS(=O)(=O)c2ccc(Br)cc2)c(C)c1 | 10 | 27 | 29 | 1.2 | 8 | -6 | -4 | 0 | 2
18 | NNC(=O)Cn1nc2n(c1=O)-c1ccccc1SC2 | 1 | 24 | 0 | -0.3 | -8 | 1 | -1 | -18 | 3
19 | C=C(C)CSc1nnc(-c2ccc(OC)cc2)n1N | -5 | -18 | 6 | 4.0 | -1 | 4 | -1 | -24 | -1
20 | CCOC(=O)c1ccccc1NC(=O)CN(c1ccccc1C)S(C)(=O)=O | 15 | -21 | 0 | 0.0 | 28 | -1 | -4 | 20 | 1
21 | Cc1cc(Cl)nc(Cl)c1C(=O)N1CCOCC1 | 6 | -5 | -12 | -0.9 | -1 | 1 | -1 | 6 | 1
22 | O=C(CCCn1c(SCc2cccc([N+](=O)[O-])c2)nc2ccccc2c1=O)NCC1CCCO1 (stereo unspecified) | 21 | -14 | 10 | -0.8 | 24 | 1 | 1 | 32 | 1
23 | O=S(=O)(c1cccc(C(F)(F)F)c1)N(CCCN1CCOCC1)Cc1cccs1 | -38&3 | 22&19 | 29&23 | 1.1&1.9 | -6&-2 | -1&-1 | -6&0 | 6&-1 | -1&-1
24 | CCOc1ccc(S(=O)(=O)NCCC(=O)N2CCN(Cc3ccccc3)CC2)cc1 | -1 | 8 | 12 | 0.0 | 1 | -2 | -6 | 3 | 3
25 | CN(Cc1ccc(Cl)s1)C(=O)CCl | 19 | 54* | 8 | 17 | -1 | -5 | -1 | 16 | -1
26 | Cc1cc(=O)oc2cc(OCC(=O)Nc3nnc(C(C)C)s3)ccc12 | -30 | -6 | 11 | 0.3 | -15 | 0 | -2 | 16 | 0
27 | CC(CCc1ccccc1)NS(=O)(=O)c1ccccc1 (stereo unspecified) | 21 | 6 | 33 | 0.7 | 10 | -1 | -1 | 17 | 9
28 | CC(Nc1cccnc1)=C(C#N)C#N | -11 | -24 | 5 | 0.1 | 7 | 3 | -3 | 8 | -1
29 | Nc1ccc(CNC(=O)OCC2c3ccccc3-c3ccccc32)cc1 | -43 | -10 | 47 | 0.8 | -10 | 3 | 1 | 5 | -3
30 | N#Cc1ccc(C(=O)CSc2n[nH]c(=O)n2Cc2ccco2)cc1 | 3 | -3 | 18 | -1.5 | 5 | -2 | -5 | -9 | 2

Four structures already listed, sorted by SMILES length, low to high.
No. | Structure | tim23-1 inh | Mdm2-MdmX inh | NALP3 yeast inh | CHOP UPR activ | TIM10 inh | XBP1 UPR activ | APJ agonist | tim10-1 inh | NR3A LBD binder
21 | Cc1cc(Cl)nc(Cl)c1C(=O)N1CCOCC1 | 6 | -5 | -12 | -0.9 | -1 | 1 | -1 | 6 | 1
27 | CC(CCc1ccccc1)NS(=O)(=O)c1ccccc1 (stereo unspecified) | 21 | 6 | 33 | 0.7 | 10 | -1 | -1 | 17 | 9
30 | N#Cc1ccc(C(=O)CSc2n[nH]c(=O)n2Cc2ccco2)cc1 | 3 | -3 | 18 | -1.5 | 5 | -2 | -5 | -9 | 2
3 | CCOC(=O)c1[nH]c(C)c(C(=O)OCC(=O)N(C)C2CCS(=O)(=O)C2)c1C (stereo unspecified) | 10 | 24 | 6 | -2.3 | 1 | 4 | 1 | -1 | 0

(listing goes on)
No. | Structure | tim23-1 inh | Mdm2-MdmX inh | NALP3 yeast inh | CHOP UPR activ | TIM10 inh | XBP1 UPR activ | APJ agonist | tim10-1 inh | NR3A LBD binder
31 | Cc1ccc(NC(=O)CCn2cccc2)cc1Cl | 16 | 5 | 37 | -1.7 | -1 | 0 | -4 | 9 | -1
32 | COC(=O)Cn1c(CN2CCN(C(=O)c3ccco3)CC2)nc2c1c(=O)n(C)c(=O)n2C | 3 | 9 | 5 | -1.4 | 3 | -6 | -6 | 8 | 0
33 | CCOC(=O)N1CCN(C(=O)CN2C(=O)NC(C)(c3ccc4ccccc4c3)C2=O)CC1 (stereo unspecified) | 6 | 11 | 15 | 0.7 | -5 | -2 | -1 | 5 | 1
34 | N#Cc1cccc(NC(=O)COC(=O)c2cc(S(=O)(=O)Nc3ccccc3Cl)ccc2O)c1 | 19 | -2 | 14 | -1.0 | 0 | -4 | -3 | 12 | 18*
35 | CCCC1=NN(c2ccc([N+](=O)[O-])cc2)C(=O)/C1=C/N(C)C | 13 | -7 | 12 | 1.4 | 7 | 1 | -3 | 10 | -5
36 | COc1ccc(C)cc1-n1ccn(CC(=O)Nc2ccc(Br)cc2F)c(=O)c1=O | -23 | 7 | 9 | 2.5 | -6 | -2 | -1 | -5 | -1
37 | NC(=NCCc1c[nH]c2ccccc12)NC(=O)c1ccc(F)cc1 | -1 | 23 | 25 | -0.8 | 0 | -3 | 0 | 17 | 38*
38 | Oc1ccc(Cl)cc1CNn1cnnc1 | 9 | -14 | -2 | 0.3 | -11 | -2 | -1 | 9 | -1
39 | CC(=O)NC1(C(F)(F)F)C(=O)Nc2c1c(=O)[nH]c(=O)n2CC(C)C (stereo unspecified) | 12 | 18 | 3 | 0.2 | -4 | 1 | -1 | 3 | 1
40 | Cc1cccc(CSC2=NN3CCCC(=O)N=C3S2)c1 | 7 | -2 | 49 | 3.5 | 2 | 1 | -4 | 12 | -2
41 | CCC(=O)c1ccc(OCC(=O)NC2CCN(Cc3ccccc3)CC2)cc1 | 7 | 15 | 18 | -0.4 | 7 | -3 | 0 | 5 | 1
42 | CN(CC(=O)Nc1ccc(Cl)cc1)CC(=O)Nc1ccc(F)c(F)c1F | 19 | -17 | 15 | -1.9 | -3 | -3 | -4 | 4 | -6
43 | COc1cccc(OCC(O)CN2CCN(c3ccc(Cl)cc3)CC2)c1 (stereo unspecified) | 19 | 15 | 36 | -0.7 | 13 | 0 | -3 | 6 | -11
44 | O=C(O)/C=C1\NC(=O)c2ccccc21 | 16 | 1 | 15 | -1.7 | 6 | -4 | -1 | 17 | 1
45 | COc1ccc(Nc2nnc(-c3ccc(C(N)=O)cc3)c3ccccc23)cc1 | -1 | 10 | 21 | -0.9 | 5 | 0 | 2 | 1 | -2
46 | O=C(CSc1ncnc2ccccc12)Nc1cccc(S(=O)(=O)N2CCCC2)c1 | 5 | 10 | 20 | -2.3 | 2 | -4 | 0 | 6 | -2
47 | C=CCn1c(SCc2ccccc2)nnc1-c1cccnc1 | 36 | 1 | -7 | -1.7 | 12 | -3 | -3 | 29 | -1
48 | CCOC(=O)c1cc(-c2ccc(F)cc2)n(CC(=O)Nc2nccs2)c1C | 20 | -24 | -2 | 0.6 | 11 | -2 | -1 | 8 | -15
49 | CC(C)(C)n1nc2c(c1NC(=O)COc1ccc(F)cc1)CS(=O)(=O)C2 | -4 | 11 | -11 | 0.9 | 1 | -2 | -4 | 8 | -1
50 | Clc1ccc(CN2CCN(c3ncnc4scc(-c5cccs5)c34)CC2)cc1 | 29 | 21 | 4 | 0.4 | 44* | 1 | -1 | 44* | 2
51 | CC1(C)CC(=O)C2=C(C1)Nc1ccccc1NC2c1ccc2c(c1)OCO2 (stereo unspecified) | 1 | 10 | -1 | 2.4 | -2 | 0 | -4 | 3 | -2
52 | CCOC(=O)c1c(NC(=O)Cn2cc([N+](=O)[O-])cn2)sc2c1CCC2 | -16 | 18 | 14 | 0.0 | -3 | -1 | 0 | -12 | -34
53 | CCOc1cc(C(=O)Nc2ccccc2N2CCOCC2)ccc1OCC(=O)N1CCCCC1 | 6 | -2 | -5 | 2.4 | 7 | 8 | -4 | 13 | 3
54 | O=C(Nc1sc2c(c1C(=O)O)CCC2)c1cccs1 | 28 | -22 | 5 | -3.3 | 18 | -4 | -5 | 19 | 1
55 | CCOc1ccc(N(CC(=O)Nc2ccc(C)cc2)S(=O)(=O)c2c(C)noc2C)cc1 | 0 | 34 | 12 | 0.8 | -1 | -4 | 3 | -7 | -5
56 | CC(C)N(CCCNC(=O)Cn1c(=O)c2cccn2c2ccc(F)cc21)Cc1ccccc1 | -24 | 11 | 25 | 1.8 | 8 | -1 | -6 | 7 | -1
57 | CCOc1ccccc1CNC(=O)c1ccc(Sc2ccc(Cl)cc2)c(NC(C)=O)c1 | 33 | 36 | 17 | -2.3 | -5 | -4 | -3 | 13 | -4
